Screening results (PubChem BioAssay)
G6PDH counter: inhibits Leuconostoc G6PDH, flagging false hits in G6PDH-based assays; Purified L. mesenteroides G6PDH, diaphorase/resazurin coupled fluorescence, 45 min; 200,000 compounds, 0.12% hits; inhibition, % at 5 µM; AID 1020; in the data active = inhibition above about 50%
APP 5UTR inh: APP translation inhibition | SH-SY5Y APP 5'UTR-luciferase reporter, luminescence | inhibition, % at 2 µM | 190,000 compounds, 0.82% hits | AID 1285;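 active = inhibition above a set limit, derived from the sample mean plus 3 SD, cut at about 45% in these data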; note: values of inactives mirror those of a sister screen read the other way
FLuc inhib CS: Photinus pyralis luciferase inhibition counter-screen; inhibition, % at 10 µM; P08659; 200,000 compounds, 1.5% hits; ATPLite firefly luciferase biochemical luminescence, 10 min; AID 1006;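 active = inhibition above about 50% when tested at 10 µM, limit read from the data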
Target sequence (P08659 whole entry, looked up): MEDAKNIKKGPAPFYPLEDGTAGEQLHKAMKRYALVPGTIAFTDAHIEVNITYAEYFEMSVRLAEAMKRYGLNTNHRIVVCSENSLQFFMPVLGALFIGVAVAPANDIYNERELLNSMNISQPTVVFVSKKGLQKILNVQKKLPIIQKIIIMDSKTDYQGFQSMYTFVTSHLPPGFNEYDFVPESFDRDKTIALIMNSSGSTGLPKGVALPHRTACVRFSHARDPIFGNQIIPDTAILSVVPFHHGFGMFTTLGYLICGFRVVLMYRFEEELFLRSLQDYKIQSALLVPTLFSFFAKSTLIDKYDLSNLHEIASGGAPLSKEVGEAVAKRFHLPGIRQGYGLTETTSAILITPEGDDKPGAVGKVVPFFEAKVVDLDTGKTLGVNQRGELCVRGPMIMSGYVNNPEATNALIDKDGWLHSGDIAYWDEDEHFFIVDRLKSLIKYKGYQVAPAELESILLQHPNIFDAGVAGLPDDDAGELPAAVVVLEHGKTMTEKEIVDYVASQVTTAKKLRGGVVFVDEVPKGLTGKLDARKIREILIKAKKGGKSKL
APP 5'UTR act: APP 5'UTR luciferase reporter activation; SH-SY5Y APP 5'UTR luciferase reporter, luminescence; zero percent = DMSO vehicle wells; activation, % at 2 µM; 190,000 compounds, 1% hits; AID 1276;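 active = activation above a set limit, based on mean plus 3 SD of controls, cut at about 140% in these data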; note: values of inactives mirror those of a sister screen read the other way
Hsp70 activator: transcriptional activators of Hsp70; HeLa Hsp70 promoter luciferase reporter, luminescence; scaled: vehicle 0, proteasome-inhibitor control 100%; activation, % at 10 µM; 200,000 compounds, 0.04% hits; AID 1203;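 active = activation above the mean across all tested compounds plus 3 SD, cutoff set per campaign, cut at about 5.5% in these data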;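 note: 100% = MG132 at 30 µM as the positive control and 0% = DMSO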
HMGR II inh: blocks class II HMG-CoA reductase of Enterococcus faecalis; purified E. faecalis HMGR, NADPH absorbance 340 nm kinetic; inhibition, % at 10 µM; 190,000 compounds, 0.41% hits; AID 1066;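 active = inhibition above a set limit, the median over all tested compounds plus 3 SD, cut at about 9.5% in these data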;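 note: enzyme runs in reverse so mevalonate oxidation gives rising NADPH absorbance; 0% = complete reaction with DMSO and 100% = background rate lacking mevalonate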
Redox H2O2 prof: compounds producing H2O2 with reducing agent – biochemical, NIH compound library profiling, artefact control for MLSCN library redox annotation, primary screen; DTT-dependent redox cycling H2O2, phenol red/HRP absorbance; 100% = 100 µM peroxide control, 0% = buffer; activation, % at 10 µM; 200,000 compounds, 0.03% hits;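 active = activation of at least 50% relative to the plate's high and low controls in the primary single-dose screen; inactive = activation below 50%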;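 note: compound incubated with DTT at 0.8 mM final as the reducing agent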
FLuc act counter: affects firefly luciferase, flagging false hits in luciferase stimulation screens. P08659. ATPlite luciferase biochemical, luminescence, 10 min; 0 = ATP-free wells, 1 = DMSO control. activation factor at 10 µM. 200,000 tested, under 10 active. AID 1027;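 active = luciferase activation factor, scaled between plate controls, of at least 2 with compound at 10 µM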
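System: luciferase plus luciferin reagent, cell-free; medium: PBS as buffer for the ATP substrate; dosing: test compounds dosed from 2 mM stocks in 100% DMSO; timing: 10 min post-reagent at room temperature; measured by: luminescence measurement of luciferase light output; evaluation: luciferase activation, seen as luminescence increase over controls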
NF-kB expr up: NF-kB expression increase, human neuronal cells; fold change at 12.5 µM; 190,000 compounds, 1.6% hits; NF-kB reporter expression; active compounds read high; in the data active = fold change above about 3.3
STAT1 activator: activators of IFN-gamma induced STAT1 signaling; NIH 3T3 STAT1-luciferase reporter, luminescence; 100% = IFN-gamma alone, no compound; activation (% of control), % at 5.5 µM; 200,000 compounds, 2.6% hits;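 active = activation above the screen-wide mean activation plus 3 SD, cut at about 130% in these data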;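 note: raw ratio to IFN-gamma control signal so 100% means no change and 0% no light; values of inactives mirror those of a sister screen read the other way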
An asterisk follows results filed as active; . = not tested or not shown. Rows are unselected. About 5.3% of those tested had a hit in this group.

Values run as follows: FLuc inhib CS | Redox H2O2 prof | G6PDH counter | HMGR II inh | Hsp70 activator | APP 5UTR inh | STAT1 activator | FLuc act counter | APP 5'UTR act | NF-kB expr up
> O=[N+]([O-])c1ccc(Nc2nc(Cl)nc(NCCO)n2)cc1
  -4 | 0.0 | 2 | -5 | -0.2 | 2 | 101 | 1 | -2 | 1.1
> COc1ccccc1-c1nnc(SCC(=O)Nc2c(Cl)cccc2Cl)o1
  -1 | -0.9 | 3 | -3 | -0.2 | 2 | 95 | 1 | -2 | 0.87
> NC(=O)NC(=O)COC(=O)CCSc1ccccc1
  -1 | 0.1 | 4 | -9 | -0.2 | 15 | 104 | 1 | -15 | 1.2
> COc1ccc(CC2(CO)CCN(Cc3cccn3-c3ccccn3)CC2)cc1
  -7 | -1.0 | 7 | -5 | -0.3 | 2 | 107 | 1.1 | -2 | 0.94
> Cc1cccc(C(=O)NCC(c2ccc(F)cc2)N2CCOCC2)c1 (configuration not stated)
  -8 | -2.4 | 8 | -1 | -0.3 | 4 | 96 | 1.1 | -4 | 1.1
> COC(=O)c1sccc1N/N=C/c1cccc(Oc2ccccc2)c1
  13 | 1.5 | -18 | -2 | 0.1 | -176 | 138* | 0.9 | 176* | 0.93
> COc1ccccc1-c1cc(C(F)(F)F)c(C#N)c(=O)[nH]1
  -8 | -0.9 | -1 | 1 | -0.1 | -11 | 95 | 1.1 | 11 | 0.99
> CCOC(=O)N1CCN(C(=O)COC(=O)c2cc(Cl)c(O)c(Cl)c2)CC1
  -10 | -0.9 | 4 | -11 | -0.1 | -1 | 81 | 1.1 | 1 | 1.3
> COc1ccc(-c2nc(SCC(=O)NC3CCCC3)c(-c3ccc(OC)cc3)[nH]2)cc1
  -2 | 0.2 | 18 | -4 | 0.3 | -22 | 92 | 1 | 22 | 0.76
> CNC(=O)CCCCCNS(=O)(=O)c1ccc(C)cc1
  -6 | -1.1 | -1 | 8 | 0.5 | -6 | 98 | 1.1 | 6 | 1.2
> CC(=O)Nc1c(C(=O)c2ccc(F)cc2)oc2ccccc12
  -4 | -0.2 | 4 | -9 | -0.2 | 18 | 101 | 1 | -18 | 1.3
> O=C(CCCn1c(=S)[nH]c2cc3c(cc2c1=O)OCO3)NCc1ccco1
  -3 | -0.8 | 0 | -8 | -0.4 | -1 | 91 | 1 | 1 | 1.1
> COc1ccc(C)cc1Nc1cc(C)nc2ncnn12
  -10 | 0.5 | 12 | 1 | 0.2 | -14 | 104 | 1.1 | 14 | 1.2
> O=C(N/N=C\c1ccccc1OCc1ccccc1)c1ccco1
  9 | 0.3 | 7 | -7 | 0.0 | -17 | 107 | 0.9 | 17 | 0.9
> C=CCN(C1CCCCC1)S(=O)(=O)c1ccc2c(c1)oc(=O)n2C
  -3 | 0.1 | 6 | -3 | -0.1 | 0 | 92 | 1 | 0 | 0.98
> Cc1ccc(C(=O)c2ccccc2C(=O)O)cc1C
  -7 | -1.3 | -2 | -9 | 0.1 | -26 | 97 | 1.1 | 26 | 1.1
> O=C1NC(c2ccccc2OC(F)F)Oc2ccccc21 (configuration not stated)
  0 | 0.1 | 6 | 2 | -0.3 | -15 | 95 | 1 | 15 | 1.3
> CC(C)C(=O)NC(c1cccc([N+](=O)[O-])c1)c1c(O)ccc2ccccc12 (configuration not stated)
  -3 | 0.1 | 26 | 2 | -0.2 | -18 | 91 | 1 | 18 | 1.1
> O=C(O)c1cc(-c2ccc3c(c2)OCO3)nc2ccc(Br)cc12
  72* | -0.6 | -3 | -2 | -0.1 | -20 | 102 | 0.3 | 20 | 1.2
> Cc1cccc(NC(=O)C2CCCN2C(=O)OCC(C)C)c1 (configuration not stated)
  1 | -0.1 | 5 | -3 | 0.3 | -12 | 91 | 1 | 12 | 1.5
> OC(COCc1ccco1)CN1CCN(C(c2ccccc2)c2ccccc2)CC1 (configuration not stated)
  -5 | 0.1 | 8 | -1 | 0.0 | -17 | 80 | 1 | 17 | 1
> CC(=O)Nc1cccc(C(=O)/C=C/c2ccc(F)cc2)c1
  7 | -0.3 | -5 | -2 | 0.0 | -25 | 104 | 0.9 | 25 | 2.3
> Cc1ccc(Cn2ccc(NC(=O)c3noc4c3CCCC4)n2)cc1
  -6 | 0.9 | -23 | 5 | 0.2 | -52 | 114 | 1.1 | 52 | 1.1
> COc1cc(CNc2ccc(N3CCCC3)cc2)ccc1OCc1ccccc1F
  57* | 1.3 | 5 | -5 | -0.1 | -41 | 125 | 0.4 | 41 | 1.7
> Cc1c(C(=O)N2CCN(c3ccccc3F)CC2)sc2ncn(CC(=O)N3CCOCC3)c(=O)c12
  -4 | 4.5 | 1 | -1 | -0.3 | -12 | 102 | 1 | 12 | 1.2
> C=C(C)CNC(=S)NN=C1c2ccccc2-c2ccccc21
  1 | 0.0 | -4 | -7 | 0.0 | 6 | 95 | 1 | -5 | 0.99
> NC(=O)C(c1ccc(Cl)cc1)c1ccc(Sc2ccc(Cl)cc2)nn1 (configuration not stated)
  -2 | 0.2 | 11 | 5 | -0.3 | -4 | 90 | 1 | 4 | 0.66
> C/C(N)=C(/C#N)C(=O)CSc1nnc(COc2ccccc2Cl)o1
  -2 | 0.3 | 2 | -2 | 0.1 | 6 | 99 | 1 | -6 | 1.1
> CC1CN(Cc2ccccc2Cl)CC(C)O1 (configuration not stated)
  -4 | 0.0 | 6 | -5 | -0.4 | 20 | 100 | 1 | -20 | 1.3
> COc1cccc2cc(NC(=O)C3CCCCC3)c(=O)oc12
  5 | 0.2 | 5 | -4 | 0.6 | -13 | 131* | 0.9 | 13 | 2.6
> COc1ccc(C2CCCN2C(=S)Nc2c(C)cccc2C)cc1OC (configuration not stated)
  -5 | 0.6 | 4 | -2 | 0.9 | 4 | 103 | 1 | -4 | 0.82
> COc1ccc(C(=O)Nc2scc(-c3ccc(Cl)cc3Cl)c2C(N)=O)cc1
  4 | -3.6 | 4 | -1 | 0.3 | -80 | 148* | 1 | 80 | 1.1
> O=C(Nc1nnc(SCc2ccc(F)cc2)s1)C1CC(=O)N(c2ccc3c(c2)OCCO3)C1 (configuration not stated)
  -1 | 0.1 | -23 | -3 | -0.3 | -5 | 100 | 1 | 5 | 0.85
> COc1ccc(C(=O)COC(=O)C(C(C)C)N2C(=O)C3C4C=CC(C4)C3C2=O)cc1 (configuration not stated)
  5 | 0.3 | -1 | 0 | -0.4 | -5 | 95 | 1 | 5 | 0.82
> C/C(=N\N1CCN(C2c3ccccc3-c3ccccc32)CC1)c1ccncc1
  -5 | -7.2 | 1 | -5 | -0.3 | -17 | 102 | 1.1 | 17 | 1.1
> CC(=O)c1cn(CC(=O)Nc2cccc(C)c2C)c2ccccc12
  -6 | -0.9 | 8 | -5 | -0.2 | 5 | 72 | 1.1 | -5 | 0.8
> CCOC(=O)Nc1cc(=O)c2ccccc2o1
  0 | -0.7 | -1 | 0 | -0.3 | -11 | 98 | 1 | 11 | 1.3
> CCOc1[nH]n(-c2ccccc2)c(=O)c1C=NCc1cccnc1
  3 | -2.3 | 5 | -5 | -0.3 | 17 | 102 | 1 | -17 | 0.85
> O=C(CCC(=O)c1ccccc1)Nc1cccnc1
  -2 | -0.1 | 5 | -1 | -0.3 | -12 | 95 | 1 | 12 | 1.1
> CCN(CC)C(C)C(=O)Nc1c2c(cc3c1CCC3)CCC2 (configuration not stated)
  -3 | -0.4 | 7 | 2 | -0.1 | -6 | 96 | 1 | 6 | 1
> CCCCn1c(-c2ccoc2C)n[nH]c1=S
  -1 | 0.9 | -2 | -2 | -0.1 | -12 | 96 | 1 | 11 | 1.1
> Cc1cc(NC(=O)CSc2nccn2-c2cccc(C)c2C)no1
  -6 | -1.3 | -1 | -7 | -0.1 | -6 | 87 | 1.1 | 6 | .
> CCc1ccc(-c2nn(-c3ccccc3)cc2CSC(=N)N)cc1
  -1 | . | 2 | 5 | -0.2 | 14 | 103 | 1 | -14 | 6.7*
> COc1ccc(-c2csc3ncn(-c4ccccc4OC)c(=O)c23)cc1OC
  -6 | -1.2 | 0 | 0 | 0.3 | 17 | 102 | 1.1 | -17 | 0.81
> O=C(CN(c1ccc(Br)cc1)S(=O)(=O)c1ccc(Cl)c([N+](=O)[O-])c1)NCCc1ccccc1
  -4 | -0.4 | 13 | -2 | -0.3 | -22 | 104 | 1 | 22 | .
> O=C(NC(NC(=S)Nc1ccccc1C(=O)O)C(Cl)(Cl)Cl)c1cccc([N+](=O)[O-])c1 (configuration not stated)
  -6 | 2.3 | 0 | -3 | 0.2 | 5 | 96 | 1.1 | -5 | 1
> Cc1cc(=O)n2[nH]c(N3C(=O)CCC3=O)nc2n1
  -6 | -0.3 | 4 | 2 | -0.3 | -16 | 104 | 1.1 | 16 | 1.3
> Cc1cc(Nc2ccc(Cl)cc2)nc(N)n1
  3 | 12 | 4 | 6 | 0.1 | -46 | 115 | 1 | 46 | 2
> CN1CCN(C(=O)c2cc(Oc3c(F)c(F)c(F)c(F)c3F)cc(C(=O)N3CCN(C)CC3)c2)CC1
  -8 | -0.3 | 7 | -3 | -0.2 | 11 | 104 | 1.1 | -11 | 1.1
> N#CCSc1nc2ccccc2c(=O)n1-c1ccccc1
  -1 | 0.5 | 2 | -1 | -0.5 | -3 | 103 | 1 | 3 | 1.1
> Cc1nc(C)c(-c2csc(Nc3cccnc3)n2)s1
  23 | 0.5 | -19 | 0 | 0.3 | -2 | 111 | 0.8 | 2 | 1
> Cc1ccccc1CSCCC(=O)NCCc1ccccc1
  -6 | -0.3 | 7 | -3 | -0.2 | 6 | 101 | 1.1 | -6 | 0.88
> O=C(Nc1ccc(N2CCOCC2)cc1)c1ccncc1
  10 | 0.6 | 5 | -1 | 0.0 | 3 | 97 | 0.9 | -3 | 1.1
> CCOC(=O)c1cn(CC(=O)Nc2ccc(OC)cc2OC)nn1
  -4 | 1.4 | -5 | -8 | 0.0 | -19 | 92 | 1 | 19 | 1.1
> O=C(C1c2ccccc2Oc2ccccc21)N1CCN(c2ccc(Cl)cc2)CC1
  2 | 0.3 | 4 | -2 | -0.1 | -9 | 103 | 1 | 9 | 0.75
> Clc1ccccc1-c1ccc(CN2CCN(c3ccccc3)CC2)o1
  -1 | 0.9 | 6 | -8 | 0.1 | . | 93 | 1 | . | 1.7
> CCOC(=O)c1cccc(NC(=O)C2CCCN(S(=O)(=O)c3cnc[nH]3)C2)c1 (configuration not stated)
  -2 | -1.5 | 3 | -9 | -0.1 | 2 | 95 | 1 | -2 | 1.6
> CCC(=O)c1ccc(OCC(O)CN2CC(C)OC(C)C2)cc1 (configuration not stated)
  -5 | 0.3 | 0 | 1 | -0.2 | 11 | 98 | 1.1 | -11 | 0.9

Record cards, from the list above. Values in the order: FLuc inhib CS	Redox H2O2 prof	G6PDH counter	HMGR II inh	Hsp70 activator	APP 5UTR inh	STAT1 activator	FLuc act counter	APP 5'UTR act	NF-kB expr up
O=C(NC(NC(=S)Nc1ccccc1C(=O)O)C(Cl)(Cl)Cl)c1cccc([N+](=O)[O-])c1 (configuration not stated) as listed: -6	2.3	0	-3	0.2	5	96	1.1	-5	1
C=C(C)CNC(=S)NN=C1c2ccccc2-c2ccccc21 as listed: 1	0.0	-4	-7	0.0	6	95	1	-5	0.99
